Screens as filed in PubChem.
C2C12 statin – suppressors of simvastatin-induced myotoxicity in C2C12 myotubes; ATP luminescence, 48 h; scaled: DMSO 0, geranylgeraniol control 100; 330,000 tested, 0.78% active; AID 602340; rescue of ATP level, % at 7.49 µM;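 active = mean ATP rescue above about 67%, or every replicate alone reaching that limit, limit read from the data, passing the limit was not always enough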;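 note: myotubes were challenged with 10 µM simvastatin during compound exposure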
SIRT5 block – sirtuin-5 (human) deacylase inhibition | AID 652115 | 330,000 tested, 1.1% active | inhibition, % at 15 µM | Purified SirT5, succinyl-peptide AMC, trypsin-coupled fluorescence; in the data active = inhibition above about 15%
Target sequence (Q9NXA8 whole entry, looked up): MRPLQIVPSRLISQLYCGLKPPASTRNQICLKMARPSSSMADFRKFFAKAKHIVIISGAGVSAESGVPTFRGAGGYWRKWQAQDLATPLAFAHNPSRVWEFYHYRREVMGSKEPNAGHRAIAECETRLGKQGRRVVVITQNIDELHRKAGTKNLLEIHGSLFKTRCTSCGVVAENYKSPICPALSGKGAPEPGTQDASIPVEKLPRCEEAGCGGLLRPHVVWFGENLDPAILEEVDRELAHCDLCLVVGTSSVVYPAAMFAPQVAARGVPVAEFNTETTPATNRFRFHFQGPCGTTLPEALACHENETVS
CASP6 VEID inh – blocks human caspase-6 cleavage activity; purified caspase-6, Z-VEID-R110 cleavage fluorescence; inhibition, % at 12.5 µM; 350,000 tested, 0.53% active;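 active = mean inhibition across replicates at least about 35%, with every replicate also reaching that limit, limit read from the data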;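 note: 0% = median of neutral control wells and 100% = no fluorescence left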
Target sequence (P55212 24-179 limits assumed): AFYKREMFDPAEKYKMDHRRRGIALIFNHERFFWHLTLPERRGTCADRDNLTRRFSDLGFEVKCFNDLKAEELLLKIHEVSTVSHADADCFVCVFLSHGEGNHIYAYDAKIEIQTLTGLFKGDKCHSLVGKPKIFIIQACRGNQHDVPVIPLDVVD
Target sequence (P55212 194-293 limits assumed): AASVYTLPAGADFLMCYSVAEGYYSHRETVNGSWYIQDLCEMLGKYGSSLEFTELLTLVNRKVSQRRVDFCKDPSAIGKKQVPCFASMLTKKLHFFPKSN
esBAF inh – inhibitors of esBAF chromatin remodeling in mouse ES cells | Bmi1-luciferase knock-in reporter, 24 h; 100% = twice the neutral-well signal | reporter increase, % at 12.5 µM | 350,000 tested, 2% active | AID 602393; in the data active = activation above about 40%;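 note: 0% = median of the plate's neutral control wells and 100% = double that signal; a rise in the Bmi1 reporter signal indicates esBAF inhibition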
LGR2 inh – Drosophila LGR2 receptor signaling inhibition. AID 720647. inhibition, % at 9.99 µM. HEK293 LGR2, CRE-luciferase, bursicon-stimulated, 4 h. 380,000 tested, 0.35% active;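 active = drop in luminescence signal, shown as inhibition above about 50% in the replicate tests, limit read from the data, passing the limit was not always enough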;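 note: agonist challenge used bursicon conditioned medium at about half maximal strength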
S100A4 inh HTS – blocks human S100A4 binding to myosin IIA peptide; S100A4/TAMRA-MyoIIA peptide fluorescence polarization; P26447; inhibition, % at 10.7 µM; 360,000 tested, 0.14% active; AID 652163;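 active = mean inhibition of at least 70% across replicates, with every replicate also reaching that level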
Target sequence (P26447 whole entry, looked up): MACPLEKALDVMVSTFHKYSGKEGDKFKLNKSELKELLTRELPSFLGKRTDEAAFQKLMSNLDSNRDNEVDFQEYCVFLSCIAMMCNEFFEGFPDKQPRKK
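Material: S100A4 monomer (human). Medium: Calcium-containing HEPES buffer, pH 7.2. Probe or stimulus: labelled myosin peptide probe, 5 nM. Compound dosing: one concentration per compound. Timing: polarization read 5 min after assay mix addition, stable 5–60 min. Benchmarks: DMSO as neutral control, TFP as positive control.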
FN deposition inh – fibronectin deposition inhibition; AH1F fibroblasts, Alexa488-fibronectin deposition fluorescence, overnight; inhibition, % at 12.6 µM; 350,000 tested, 0.086% active;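 active = mean inhibition across replicates of 30% or more, regardless of how many single replicates reach that level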;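 note: positive control wells lacked labelled fibronectin entirely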
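Material: AH1F fibroblasts assembling fluorescent fibronectin matrix; amount: 10000 AH1F cells/well; medium: DMEM, 2% serum; reagent: Alexa488-fibronectin, 24 nM final in well; dosing: single compound dose, delivered by pin transfer; incubation: 1 h adhesion, overnight exposure; detection: fluorescence after three HBSS washes, excitation 485 nm, emission 525 nm; measure: fibronectin deposition inhibition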
Starred values were filed as active, the others as inactive; . = no result given; & = joins results of further samples; ! = repeats disagree. Only part of the results is shown. The share of hits here may be higher or lower than overall.

Below each compound: C2C12 statin, SIRT5 block, CASP6 VEID inh, esBAF inh, LGR2 inh, S100A4 inh HTS, FN deposition inh
C[C@H](CO)N1C[C@H](C)[C@@H](CN(C)C(=O)Nc2ccc3c(c2)OCO3)OCCCC[C@H](C)Oc2ccc(NS(=O)(=O)c3ccccc3)cc2C1=O
    ., 7, 2, -2, 3, 5, 2
COC(=O)c1sc(S(=O)(=O)N2CCCCC2)c(C(=O)OC)c1C
    6, -4, -1, 1, 7, 3, -5
CC[C@H]1CN2CCc3cc(OC)c(OC)cc3C2C[C@@H]1C[C@H]1NCCc2cc(OC)c(OC)cc21 (stereo partly drawn)
    81*, -3, -5, -64, 103*, 2, 19
CN1CCN(C(=O)c2cccc(-c3cccc4nccn34)c2)CC1
    7, 0, -5, -2, 10, -2, 0
CCN(C(=O)COC(=O)c1ccccc1NC(=O)c1ccco1)C1CCS(=O)(=O)C1 (stereo not drawn)
    2, -1, 2, -11, 25, 0, 2
COc1ccc(-n2c(COc3cccc4ccccc34)nnc2SC(C)C(=O)O)cc1 (stereo not drawn)
    ., -4, 3, ., ., -1, -3
CCOC(=O)c1ccccc1NS(=O)(=O)c1ccc(S(=O)(=O)N2CCCC2)cc1
    ., 0, -3, ., -1, -1, .
Cc1ccc(S(=O)(=O)N2CC[C@@H]3[C@@H](CO)Nc4ccc(-c5ccc(C#N)cc5)cc4[C@@H]32)cc1
    -2, ., ., -6, 24, ., 19
COC1=C/C(=C/c2c(N)n3nc(-c4ccc(C)cc4)sc3nc2=O)C=CC1=O
    -2, 2, 9, 14, -16, -4, -2
Cc1cccc(CN(C)C[C@@H]2OCc3cn(nn3)CCCC(=O)N([C@@H](C)CO)C[C@H]2C)c1
    -9, -2, ., -1, 1, ., 5
CC(C)NC(=O)Nc1ccc2c(c1)C(=O)N([C@H](C)CO)C[C@@H](C)[C@@H](CN(C)S(=O)(=O)c1cn(C)cn1)O2
    ., -3, -2, 6, -3, 7, 5
CCCNC(=O)N1[C@@H]2c3cccc(=O)n3C[C@H]1[C@H](CO)[C@H]2C(=O)NCC(F)(F)F
    17, -2, -1, -1, 2, 6, .
O=C(N/N=C/c1ccco1)C1(O)c2ccccc2-c2ccccc21
    ., -4, 3, ., -9, 0, -2
C[C@H](CO)N1C[C@H](C)[C@@H](CN(C)S(=O)(=O)c2ccc(Oc3ccccc3)cc2)OCc2cnnn2CCCC1=O
    1&-4&-18, 12&1&-4, 0&2&-1, 3&7&4, -3&-10, -8&11&-2, 6&2
C[C@@H]1CCCCO[C@H](CN(C)S(C)(=O)=O)[C@@H](C)CN([C@H](C)CO)C(=O)c2cc(NC(=O)Nc3cccc4ccccc34)ccc2O1
    ., 3, 0, -3, -7, 5, .
O=C(NC(c1ccccc1)c1ccccc1)C1CCCO1 (stereo not drawn)
    ., -3, -1, ., -7, -4, -2
CCC(=O)Nc1ccc2c(c1)OC[C@@H](C)N(Cc1ccccc1F)C[C@@H](C)[C@@H](OC)CN(C)C2=O
    15, 30*!, 1&3, -3, -3&9, -1&7, -5&2&3
CCc1noc(C)c1C(=O)OCC(=O)NCc1ccccc1OC
    6, -2, -1, -1, -9, -9, 10
Cc1ccc(S(=O)(=O)Nc2ccc3c(c2)C(=O)N([C@@H](C)CO)C[C@H](C)[C@H](CN(C)C)OCCCC[C@@H](C)O3)cc1
    5, ., ., -7, 6, ., 1
O=C(C1CCCC1)N1CC(=O)N2[C@H](CO)[C@H](c3ccc(C#CC4CCCC4)cc3)[C@@H]2C1
    ., -1, -2, ., 5, 7, .
COc1ccc(NC(=O)c2cc(C3CCCCN3C(=O)c3cc(C(C)(C)C)nn3C)on2)c(C)c1 (stereo not drawn)
    -1, ., 1, -5, 0, 1, 2
COc1ccccc1NC(=O)N1C[C@H]2[C@@H](c3ccccc31)[C@@H](CO)N2Cc1ccccc1F
    -24, -5, 3, 2, -5, -2, .
COCCCNC(=O)c1ccc(-c2c(C)noc2C)c2ccoc12
    32, -2, 2, 78*, -36, -5, 4
CN(C)C(=O)c1ccc(-c2ccc3c(c2)[C@H]2[C@H](CCN2C(=O)C2CCOCC2)[C@@H](CO)N3C)cc1
    -3, 17*, ., 3, 15, -16, -7
CSc1ccccc1CNc1nc(NCC2CC2)nc2ccsc12
    -26, -2, 1, -29, 32, 8, .
CC(Sc1ccccc1)C(=O)Nc1ccc(N2CCOCC2)cc1 (stereo not drawn)
    -5, ., ., 16, ., ., 3
CCN(CC)CCn1c(=S)[nH]c2cc(C(=O)N3CC(C)CC(C)C3)ccc2c1=O (stereo not drawn)
    -1, -4, -5, 8, 7, 1, 8
Cc1cc(N)ccc1NC(=O)CN1CCCC1
    -17, 1, -82, -6, 26, 1, -3
O=C(CSc1nnc(-c2ccco2)o1)Nc1c(F)cccc1F
    17, 0, 1, 3, -1, -2, 1
COc1ccc(Cl)cc1N1C(=O)CC(N2CCc3ccccc32)C1=O (stereo not drawn)
    38, ., ., -4, ., ., -17
O=C(O)c1ccc(/C=N/Nc2ncc(C(F)(F)F)cc2Cl)cc1
    ., 0, 5, ., 4, -10, 15
O=C(Nc1ccc(S(=O)(=O)N2CCOCC2)cc1)C1CC1
    -5, -1, -4, 1, 6, -5, 3
Cc1ccc(S(=O)(=O)NCC(=O)OCC(=O)N(Cc2ccccc2)C(C)(C)C)cc1
    ., 1, -3, ., ., -4, -5
O=C(Nc1ccc2cn[nH]c2c1)c1ccc(S(=O)(=O)N2CCOCC2)cc1
    ., 3, 1, ., -15, 4, 4
CCCCn1c(N)c(N(CC(C)C)C(=O)C2=COCCO2)c(=O)[nH]c1=O
    8, 5, 6, 1, 15, -2, -22
COc1cc2c(C(=O)N3CCN(Cc4ccc5c(c4)OCO5)CC3)cn(C)c(=O)c2cc1OC
    -19, ., ., -3, ., ., 11
CCOc1ccc(N2CCc3c(C)nc(SC)nc32)cc1
    -2, -4, -1, 9, -46, -5, 7
CCN1CCCC1CN=Cc1c(O)n(-c2ccccc2)c(=O)c2ccccc12 (stereo not drawn)
    1, 0, -9, 6, -1, 5, 1
CCCC#Cc1ccc([C@@H]2[C@@H](C#N)N(C(=O)C3CCCC3)[C@@H]2CO)cc1
    1, -1, -1, 4, 0, 7, -18
CCOC(=O)C1=CCC(c2ccco2)N(S(=O)(=O)c2ccc(C)cc2)C1 (stereo not drawn)
    0, -2, 8, 2, 7, -5, -1
CC(Sc1ccccc1)C(=O)NCCc1ccccc1 (stereo not drawn)
    21, 10, 1, 63*, -51, -6, 0
CCCN1C[C@@H](C)[C@@H](OC)CN(C)C(=O)c2ccc(NC(=O)COC)cc2OC[C@H]1C
    -2, 4, 0, -4, -3, 0, -4
O=c1cc(CSc2ccccc2)nc(-c2ccncc2)[nH]1
    ., 5, 0, ., 0, 0, 4
NNC(=O)Cn1c(-c2nonc2N)nc2ccccc21
    ., 4, 1, ., -6, 14, 3
CCOC(=O)[C@H]1[C@H]2COc3ccc(Br)cc3[C@@H]2N2C(=O)c3cc(OC)c(OC)cc3NC(=O)[C@@]12C
    28, ., 0, -2, 2, 2, 8

Complete entries from above.
COc1cc2c(C(=O)N3CCN(Cc4ccc5c(c4)OCO5)CC3)cn(C)c(=O)c2cc1OC is listed with C2C12 statin: -19; SIRT5 block: .; CASP6 VEID inh: .; esBAF inh: -3; LGR2 inh: .; S100A4 inh HTS: .; FN deposition inh: 11
NNC(=O)Cn1c(-c2nonc2N)nc2ccccc21 is listed with C2C12 statin: .; SIRT5 block: 4; CASP6 VEID inh: 1; esBAF inh: .; LGR2 inh: -6; S100A4 inh HTS: 14; FN deposition inh: 3

(continued)
Below each compound: C2C12 statin, SIRT5 block, CASP6 VEID inh, esBAF inh, LGR2 inh, S100A4 inh HTS, FN deposition inh
CC(C)(C)C(=O)N(Cc1nc2ccccc2c(=O)[nH]1)Cc1cccs1
    -7, ., ., -7, -1, ., .
Cc1cc(=O)oc2cc(OC(C)C(=O)Nc3ccc(N4CCCCC4)cc3)ccc12 (stereo not drawn)
    -5, -1, 2, -2, 2, -3, -6
N#Cc1ccccc1OCCN1C(=O)c2ccccc2C1=O
    6, ., ., 56*, -44, ., .
O=c1[nH]n(CC2COC3(CCCCC3)O2)c(=O)c2ccccc12 (stereo not drawn)
    0, -6, 1, 27, -15, -2, .
CCn1cc(C(=O)NCCN(CC(C)C)CC(C)C)c(=O)c2cc(S(=O)(=O)N3CCOCC3)ccc21
    12, -1, -2, 4, 17, 1, 2
CCOC(=O)N1CCN(Cc2cc(Cl)c3cccnc3c2O)CC1
    ., 11, 2, ., 2, -2, -18
CO[C@@H]1CN(C)C(=O)c2ccc(NC(=O)c3ccccc3)cc2OC[C@@H](C)N(CC2CC2)C[C@H]1C
    -1, 7, -2, -2, 8, 10, -4
COc1cccc(NC(=O)N2CC(=O)N3[C@H](CO)[C@@H](c4ccc(C#CCC5CCCC5)cc4)[C@@H]3C2)c1
    ., 24*, 0, ., -9, -2, -8
C[C@@H]1CN([C@@H](C)CO)C(=O)c2cccc(NC(=O)c3ccc(-c4nccs4)cc3)c2O[C@H]1CN(C)C(=O)Nc1ccc(C(F)(F)F)cc1
    -20, 10, 0, 8, -11, -46, 2
Cc1cc(C)c(C(=O)N2CCCC(N3CCN(c4cccc(C(F)(F)F)c4)CC3)C2)o1 (stereo not drawn)
    -2, 0, 2, -9, -5, -1, -22
CCC(=O)Nc1ccc2c(c1)OC[C@H](C)N(C(=O)c1ccccn1)C[C@@H](C)[C@H](OC)CN(C)C2=O
    -11, 1, -1, -3, 6, -5, 5
C=CCN1C2CCCC1CC(NC(=O)Nc1cc(C)cc(C)c1)C2 (stereo not drawn)
    -3, -2, -6, -9, -16, 5, -5
COC(=O)[C@@]12C[C@@H](CC(=O)N3CCCCC3)C(=O)N(Cc3cccc4ccccc34)C1=CCC(C)(C)C2
    ., -1, 0, ., 20, 6, -5
COC(C(=O)Nc1ccnn1C1CCN(Cc2cccc(C)n2)CC1)c1ccccc1 (stereo not drawn)
    -4, 0, -4, -5, 6, -2, -1
CN(CC(=O)Nc1cccc(S(=O)(=O)N2CCOCC2)c1)CC(=O)Nc1ccc(Cl)c(C(F)(F)F)c1
    30, 0, 0, ., 8, 11, -1
CSc1nc2c(cc1C#N)C(=O)CC(C)(C)C2
    11, -7, -2, 0, 0, -4, -4
C[C@H]1CN([C@@H](C)CO)C(=O)c2cc(NC(=O)C3CCCCC3)ccc2O[C@@H]1CN(C)C(=O)Nc1cccc2ccccc12
    1, 1, 0, -1, 0, -6, .
C[C@@H]1CN([C@H](C)CO)C(=O)c2cc(NC(=O)NC3CCCCC3)ccc2O[C@H]1CN(C)Cc1ccccc1
    -22, 7, 0, 3, 15, 3, .
O=C(C[C@H]1C[C@@H]2c3cc(NC(=O)C4CCC4)ccc3O[C@@H]2[C@H](CO)O1)NCc1cccnc1
    8, 3, 3, 0, 0, -14, -1
C[C@@H]1CN([C@H](C)CO)C(=O)CCCn2nncc2CO[C@H]1CN(C)C(=O)Nc1cccc(C(F)(F)F)c1
    -1, -4, -1, -4, 10, 1, 10
COc1ccc(C(O)c2ncc(-c3cccc(OC)c3)[nH]2)cc1 (stereo not drawn)
    12, ., -1, 4, 6, -4, -6
CCN(CC)S(=O)(=O)c1cccc(C(=O)N[C@H](C(=O)Nc2nc3ccccc3s2)C(C)C)c1
    ., ., -1, ., -2, -2, -6
Cc1c(OCC(=O)N2CCC(C(N)=O)CC2)ccc2c3c(c(=O)oc12)CCCC3
    11, ., -6, 6, 8, 1, .
CCc1ccccc1NC(=O)CSc1nc2c(c(-c3ccco3)c1C#N)CCCC2
    -8, ., ., -3, ., ., 1
Cc1noc(C)c1S(=O)(=O)Nc1ccc2c(c1)C(=O)N([C@@H](C)CO)C[C@@H](C)[C@H](CN(C)Cc1ccncc1)O2
    ., -1, -1, 1, -9, 4, .
